LMNA splice mod – changes lamin A minigene splicing in HeLa cells | HeLa LMNA splicing GFP/RFP minigene ratio, 48 h | Potency, µM (doses to about 46.1 µM), inactives show at the top dose ratio change, negative = inhibition, usual class: inhibitors | 200,000 tested, 0.01% active | AID 1487; active = well fitted inhibition curve with a large enough effect in the signal ratio, with a control signal flat, not every such curve was filed as active; inconclusive = small, poorly fitted or top-dose-only effect, or effect the other way, or a change in a side signal; the % refers to the signal ratio; note: potency is the fitted concentration of half-maximal effect; % is set by controls: 0 for no effect and ±100 for the full control effect
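S3 HeLa stable clones carrying a lamin A-EGFP splicing minigene plus DsRed2 were seeded at 600 cells/well in Opti-MEM with 2% FBS, pin-dosed and incubated 48 h at 37°C. Acumen cytometry (488 nm) gave the GFP/RFP total-intensity ratio.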
GAA glycogen – GAA glycogen-cleavage inhibition or activation; P10253; recombinant GAA, glycogen substrate, Amplex Red glucose oxidase fluorescence; Potency, µM (top dose mostly 76.4 µM), without a hit: top-dose activity change, negative = inhibition, hits mostly inhibitors; 300,000 tested, 0.38% active;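 note: potency is the fitted concentration of half-maximal effect; 0% = full enzyme reaction and -100% = no-enzyme basal signal; the screen sought inhibitors and activators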
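Natural-substrate format: glycogen cleavage by 4 nM human enzyme, glucose read by Amplex Red coupling (Ex 573, Em 610 nm). Normalized to enzyme and no-enzyme controls.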
HTT aggregate – mutant huntingtin aggregation inhibition. PC12 HttQ103-GFP aggregates, Acumen cytometry, 40 h. Potency, µM (highest dose often 46.1 µM), inactives show at the top dose activity change, negative = inhibition, most hits filed as inhibitors. 220,000 tested, 1.1% active; note: potency is the fitted concentration of half-maximal effect; % is set by controls: 0 for no effect and ±100 for the full control effect; nearly all actives have a fitted effect of over 60% in size
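Compounds (qHTS titration) were added to PC12 cells expressing an ecdysone-driven HTT exon 1 Q103–GFP fusion after induction with 100 nM tebufenozide. Aggregate formation was measured as GFP objects in cell lysates.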
CBFb RUNX1 block – inhibitors of human CBF-beta and RUNX1 interaction | AlphaScreen CBFb-His/RUNX1-biotin binding, biochemical | 230,000 tested, under 10 active | AID 1477 | Q01196+Q13951 | Potency, µM (doses to about 59.8 µM), for the others: top-dose activity, negative = inhibition, most hits filed as inhibitors; note: % of control where 0% means no effect
Target sequence (Q01196 whole entry, looked up): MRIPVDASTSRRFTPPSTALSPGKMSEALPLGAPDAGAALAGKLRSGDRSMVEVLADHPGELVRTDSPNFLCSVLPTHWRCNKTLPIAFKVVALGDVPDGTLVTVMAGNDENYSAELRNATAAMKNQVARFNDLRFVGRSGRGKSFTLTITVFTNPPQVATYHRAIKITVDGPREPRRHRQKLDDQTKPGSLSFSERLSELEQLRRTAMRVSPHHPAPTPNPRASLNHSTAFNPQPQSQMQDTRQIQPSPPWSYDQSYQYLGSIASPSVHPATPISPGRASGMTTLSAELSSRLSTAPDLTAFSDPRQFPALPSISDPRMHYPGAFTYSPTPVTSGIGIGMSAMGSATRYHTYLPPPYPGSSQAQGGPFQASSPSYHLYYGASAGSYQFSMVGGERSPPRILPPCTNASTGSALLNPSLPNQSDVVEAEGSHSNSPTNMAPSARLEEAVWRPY
Target sequence (Q13951 whole entry, looked up): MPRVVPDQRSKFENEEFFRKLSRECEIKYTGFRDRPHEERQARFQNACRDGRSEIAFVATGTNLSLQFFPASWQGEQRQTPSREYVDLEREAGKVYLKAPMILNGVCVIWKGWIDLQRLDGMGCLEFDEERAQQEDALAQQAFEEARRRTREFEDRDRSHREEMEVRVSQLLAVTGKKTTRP
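CBF-beta (His) and RUNX1 (biotin), 30 nM each; 20 min preassociation; + compound, 15 min; + beads 50 ng each (Ni, streptavidin), 90 min; RT; AlphaScreen read.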
GAA inhib – alpha-glucosidase (human) inhibition | purified human GAA, 4-MU-alpha-glucoside fluorescence | AID 1466 | Potency, µM (series often up to 76.9 µM), without a hit: at the highest dose activity change, negative = inhibition, hits mostly inhibitors | P10253 | 200,000 tested, 0.005% active;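 note: potency is the fitted concentration of half-maximal effect; plate controls were uninhibited enzyme wells for no effect and no-enzyme background for full effect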
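qHTS format, compound range up to 77 uM. Human lysosomal enzyme at 4 nM, 400 uM 4-MU glucoside substrate, pH 5.0, 20 min room temperature; fluorescence after alkaline stop gives activity normalized to controls.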
GAA spleen mod – inhibitors or activators of human alpha-glucosidase in spleen homogenate; P10253; 240,000 tested, 0.006% active; human spleen homogenate, 4-MU-alpha-glucoside fluorescence; Potency, µM (highest dose often 79.9 µM), inactives show at the top dose activity change, negative = inhibition, actives largely listed as inhibitors;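 note: potency is the fitted concentration of half-maximal effect; 0% = enzyme with vehicle and -100% = no enzyme basal signal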
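Human spleen homogenate (1 ug) with 4-methylumbelliferyl-alpha-D-glucopyranoside (1 mM final) in 50 mM citrate/phosphate pH 5.0, 0.01% Tween-20; 40 min at 37 C. Stopped at pH 10; 4-MU fluorescence Ex 365/Em 440 nm; AC50 by Hill fit.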
HTT cytoprotect – Huntington cell model cytoprotection by ATP luminescence; PC12 HTT-Q103 induced, cytoprotection, ATP luminescence, 40 h; Potency, µM (series often up to 56.4 µM), inactives show cytoprotection (ATP increase), actives largely listed as activators; 230,000 tested, 0.14% active;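 note: potency is the fitted concentration of half-maximal effect; % of control where 0% means no effect; nearly all actives have a fitted effect of over 45% in size; toxic huntingtin expression switched on by the ecdysone agonist tebufenozide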
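PC12 cells with ecdysone-inducible HTT exon 1 Q103-GFP, induced with 100 nM tebufenozide and co-treated with library compounds in a dose series (1536-well, 1500 cells/well). Cytoprotection read as ATP content by ATPlite luminescence.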
An asterisk follows results filed as active; ? = inconclusive; / = no result given; [ ] = dose if it differs, or a comment. Unless noted, calls come from the whole dose curve; as a rule, active = well fitted curve in the direction sought with a large enough effect; inconclusive = small, poorly fitted or top-dose-only effect, or another doubt; inactive = no such curve, though single readings can be large; an effect the other way counts as inactive or inconclusive.

SMILES	LMNA splice mod	GAA glycogen	HTT aggregate	CBFb RUNX1 block	GAA inhib	GAA spleen mod	HTT cytoprotect
CCC1CCCCN1C(=S)NC1CCCCC1 (stereo not drawn)	-2%	-3%	14%	0%	2%	8%	5%[10 µM]
Cc1nc(N/C(N)=N/S(=O)(=O)c2ccc([N+](=O)[O-])cc2)nc2ccccc12	0%	0%	-7%	-12%	-3%	2%	14%[10 µM]
Cc1cc(NC(=O)Nc2ccccc2[N+](=O)[O-])no1	12%[46 µM]	-9%	-2%	-6%	4%	-10%	23%[10 µM]
O=C(CSc1nc2sc3c(c2c(=O)[nH]1)CCC3)NCCO	/	4%	-4%[9.22 µM]	6%	/	0%	17%[10 µM]
COC(=O)C(C(=O)OC)[C@@H](NC(=O)OCc1ccccc1)c1ccccc1	/	/	/	9%	/	-6%	13%
O=C(NCCNCc1ccccn1)c1ccco1	?	22%	/	-21%	6%	0%	/
COC(=O)c1ccccc1OC(=O)c1cc[n+]([O-])cc1	16%[46 µM]	-8%	/	4%	4%	-1%	/
CCCCOCCCNC(=O)c1c(-c2ccccc2)noc1C	8%	-2%	-18%	5%	?	-3%	-6%
CN(CC(=O)N1CCN(Cc2ccccc2)CC1)S(=O)(=O)c1cccc2nsnc12	/	5%	-22%	-4%	-16%	-28%	-25%
COc1ccc(OC)c(CCNC(=O)C(=O)Nc2ccc3nc4n(c(=O)c3c2)CCCCC4)c1	/	4%	19%[9.22 µM]	0%	/	6%	13%[10 µM]
CCN(CC)S(=O)(=O)c1ccc(C(=O)OCCN2C(=O)c3cccc4c(N5CCOCC5)ccc(c34)C2=O)cc1	-7%	12%	-6%	6%	-1%	-6%	21%[10 µM]
COc1ccc([N+](=O)[O-])cc1-n1cnnn1	?	15%	20%[9.22 µM]	1%	16%	-2%	29%[10 µM]
O=C(Nc1cccc(F)c1)C1CCN(C(=O)Cc2ccccc2)CC1	1%	5%	2%	4%	-9%	-19%	6%
CC(C)Oc1ccc(CCc2n[nH]c(=S)n2Cc2ccccc2)cc1	22%	?	-5%	-7%	?	1%	7%
CCOC(=O)N/N=C(\c1ccccc1)C(O)c1ccccc1 (stereo not drawn)	/	-12%	-13%[9.22 µM]	5%	1%	5%	-15%[10 µM]
CCC(C)(C)C1CCC(=NNS(=O)(=O)c2ccc(C)c([N+](=O)[O-])c2)CC1 (stereo not drawn)	-6%	-5%	2%	0%	?	2%	-1%[10 µM]
CC1CC(C)CN(C(=O)c2ccc3c(c2NCCO)C(=O)c2ccccc2C3=O)C1 (stereo not drawn)	?	9%	-15%	?	-1%	-5%	-4%[10 µM]
CCOCCCNC(=O)CCCC1=NS(=O)(=O)c2ccccc2N1	?	2%	8%	-5%	2%	-2%	/
CCn1ncc(C2=NOC(C(=O)NCc3ccccc3)C2)c1C (stereo not drawn)	?	6%	1%	15%	-8%	-3%	-42%[10 µM]
O=C1c2ccccc2C(=O)N1CCCc1nc(-c2cccnc2)no1	-1%	1%	-11%	-2%	-6%	-2%	17%
Cc1cc(NC(=O)CSc2nc3ccccc3[nH]2)n(-c2ccccc2)n1	/	7%	-11%[9.22 µM]	0%	/	-1%	26%[10 µM]
Cc1ccccc1Nc1nc(N)nc(CN(C)c2ccccc2)n1	20%	-7%	2%	-12%	?	-14%	-8%
O=C(c1cc(COc2c(F)cccc2F)on1)N1CCSCC1	/	-5%	-17%[9.22 µM]	2%	/	-2%	-7%[10 µM]
Cn1cnnc1SCC(=O)NNC(=O)COc1ccc(Br)cc1	/	0%	-7%	9%	-6%	1%	-4%
O=C(COC(=O)CSc1ccc2ccccc2c1)NC1CCCC1	-3%	3%	15%	-2%	2%	-13%	17%[10 µM]

Exported in CSV form: entries from further up.
SMILES,LMNA splice mod,GAA glycogen,HTT aggregate,CBFb RUNX1 block,GAA inhib,GAA spleen mod,HTT cytoprotect
CCC1CCCCN1C(=S)NC1CCCCC1 (stereo not drawn),-2%,-3%,14%,0%,2%,8%,5%[10 µM]
Cc1nc(N/C(N)=N/S(=O)(=O)c2ccc([N+](=O)[O-])cc2)nc2ccccc12,0%,0%,-7%,-12%,-3%,2%,14%[10 µM]
Cc1cc(NC(=O)Nc2ccccc2[N+](=O)[O-])no1,12%[46 µM],-9%,-2%,-6%,4%,-10%,23%[10 µM]
O=C(CSc1nc2sc3c(c2c(=O)[nH]1)CCC3)NCCO,/,4%,-4%[9.22 µM],6%,/,0%,17%[10 µM]
COC(=O)C(C(=O)OC)[C@@H](NC(=O)OCc1ccccc1)c1ccccc1,/,/,/,9%,/,-6%,13%
O=C(NCCNCc1ccccn1)c1ccco1,?,22%,/,-21%,6%,0%,/
COC(=O)c1ccccc1OC(=O)c1cc[n+]([O-])cc1,16%[46 µM],-8%,/,4%,4%,-1%,/
CCCCOCCCNC(=O)c1c(-c2ccccc2)noc1C,8%,-2%,-18%,5%,?,-3%,-6%
CN(CC(=O)N1CCN(Cc2ccccc2)CC1)S(=O)(=O)c1cccc2nsnc12,/,5%,-22%,-4%,-16%,-28%,-25%
COc1ccc(OC)c(CCNC(=O)C(=O)Nc2ccc3nc4n(c(=O)c3c2)CCCCC4)c1,/,4%,19%[9.22 µM],0%,/,6%,13%[10 µM]
CCN(CC)S(=O)(=O)c1ccc(C(=O)OCCN2C(=O)c3cccc4c(N5CCOCC5)ccc(c34)C2=O)cc1,-7%,12%,-6%,6%,-1%,-6%,21%[10 µM]
COc1ccc([N+](=O)[O-])cc1-n1cnnn1,?,15%,20%[9.22 µM],1%,16%,-2%,29%[10 µM]
O=C(Nc1cccc(F)c1)C1CCN(C(=O)Cc2ccccc2)CC1,1%,5%,2%,4%,-9%,-19%,6%

Looked up above:
O=C(Nc1cccc(F)c1)C1CCN(C(=O)Cc2ccccc2)CC1 | HTT cytoprotect = 6%
CCC(C)(C)C1CCC(=NNS(=O)(=O)c2ccc(C)c([N+](=O)[O-])c2)CC1 (stereo not drawn) | GAA spleen mod = 2%

(next part)
SMILES	LMNA splice mod	GAA glycogen	HTT aggregate	CBFb RUNX1 block	GAA inhib	GAA spleen mod	HTT cytoprotect
CC(C)N(Cc1ccccc1)C(=S)Nc1ccccc1F	/	-4%	0%[9.22 µM]	4%	5%[15.4 µM]	-1%	19%[10 µM]
NC(=O)C1CCN(C(=O)OCc2ccccc2)CC1	1%	4%	10%	0%	0%	-1%	-23%
O=[N+]([O-])c1ccc(N2CCOCC2)cn1	4%[46 µM]	2%	-5%[9.22 µM]	3%	2%	6%	-25%[10 µM]
COc1cc2ncnc(Nc3ccc(F)c(Cl)c3)c2cc1OCCCN1CCOCC1	?	/	-34%	-8%	/	1%	-107%[inhibitor]
CC(=O)Nc1sc(C)c(C)c1CN1CCN(Cc2ccccc2)CC1	-16%[46 µM]	20%	6%	4%	-4%	0%	-24%
Cc1c(/C=N/n2cnnc2)c2ccccc2n1CCOc1ccc(Cl)cc1	-2%	3%	18%	6%	-1%	0%	-36%
COc1ccc(C[C@@H]2CN3C(=NC[C@@H]3Cc3ccc(O)cc3)N2C[C@H](C)NC(=O)CCC2CCCCC2)cc1	/	3%	4%[9.22 µM]	-1%	/	0%	-8%[10 µM]
COC(=O)c1csc2c(C(F)(F)F)cc(N3CCN(C(=O)Nc4ccccc4)CC3)nc12	/	2%	-27%[9.22 µM]	10%	/	0%	1%[10 µM]
Cc1ccccc1-c1nnc(SCC(=O)Nc2cccc(C)c2C)o1	1%	1%	8%	3%	-5%	0%	-19%
CC1CCCCN1C(=O)C12CCC(C)(C(=O)C1)C2(C)C (stereo not drawn)	8%	3%	-8%	-10%	-11%	3%	-8%
COC(=O)C1=C(C)NC2=C(C(=O)CCC2)C1c1cn(Cc2ccc(Br)cc2)nc1-c1ccccc1 (stereo not drawn)	14%	-13%	-12%	12%	11%	-18%	-51%[inhibitor]
CCc1ccc(C(=O)c2ccccc2C(=O)O)s1	-3%	10%	-7%	-1%	0%	-4%	-11%
CC(OC(=O)CNC(=O)c1ccco1)C(=O)N(C)c1ccccc1 (stereo not drawn)	25%[46 µM]	5%	-1%	-18%	12%	0%	20%[10 µM]
c1ccc2c(NC3=NCCCCS3)cccc2c1	-14%	8%	-19%	-10%	?	-4%	-1%[10 µM]
S=C1NC2=C(CCCC2)C2(CCCCC2)N1	-9%	-6%	?	-1%	0%	-1%	?
COc1cccc(-c2nn(C)c3sc(C(=O)NCc4ccco4)cc23)c1	-26%	-13%	17%	-8%	0%	-12%	-27%
O=S(=O)(N/N=C1/CCCc2ccccc21)c1ccc(Br)cc1	-9%	-12%	-23%	16%	1%	0%	12%[10 µM]
Cc1cc(NC(=O)Cc2ccccc2)ccc1NC(=O)c1cccs1	-4%[46 µM]	16%	24%[9.22 µM]	5%	?	-11%	27%[10 µM]
O=C(CC1SC(=O)N(Cc2ccccc2Cl)C1=O)Nc1nccs1 (stereo not drawn)	/	4%	26%[9.22 µM]	14%	/	-4%	18%[10 µM]
CCCc1nc(SCC(=O)c2ccc(OC)cc2)c2ccccc2n1	/	-19%	-14%	15%	-5%	-3%	?
Cc1nnc2ccc(N3CCN(c4ccccn4)CC3)nn12	-8%	-6%	13%	-2%	-11%	-8%	-10%
O/N=C1\CCCCc2ccccc21	10%	?	9%	23%	0%	-14%	?
COc1ccccc1NC(=O)CSC1=NCCN1	?	1%	12%	4%	-6%	-1%	/
Nc1ccc(SCC(=O)Nc2cccc([N+](=O)[O-])c2)cc1	21%[46 µM]	0%	-10%	2%	8%	-19%	-2%[10 µM]
COC(=O)COc1nc(C)c2c(c1C#N)CC(C)(C)OC2	6%	0%	-6%	9%	-2%	-2%	-6%[0.074 µM]
COc1ccc(N2C(=O)CCC(C(=O)N3CCCCC3)C2c2ccc(F)cc2)cc1 (stereo not drawn)	-6%	2%	-4%	3%	0%	-8%	0%
C=CCNc1nc(NC(C)(C)CO)nc(OCC)n1	-6%	-2%	8%	9%	-2%	-12%	9%

Bioassay records (PubChem)
